Screening data (PubChem)
HCMV antiviral: blocks human cytomegalovirus replication; HFF cells, HCMV-luciferase reporter, 72 h; stronger effect = lower value; activity change, negative = inhibition, % at 57.5 µM; hit rate 4.5% among 410,000; AID 1259415; in the data active means activity change below about -60%; inconclusive means no clear call, values can overlap the other calls; inactive means above about -39%; further: on the % scale 0 is the no-effect control and ±100 the full control effect
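Human foreskin fibroblasts infected with luciferase-reporter HCMV at MOI 1 PFU/cell, compounds at two doses. Luciferase measured 72 h post infection; normalized to buffer-only basal and Salinomycin (10uM) controls.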
AmpC inh no detg: AmpC beta-lactamase inhibition without detergent | P00811 | AmpC nitrocefin hydrolysis, absorbance 480 nm, 0.0001% Triton | Potency, µM (top dose mostly 57.1 µM), inactives show at the highest dose activity change, negative = inhibition, hits mostly inhibitors | hit rate 0.52% among 330,000 | AID 485341;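 further: potency means the concentration at half of the fitted maximal effect; plate controls were no compound for no effect and no enzyme for full effect; nearly all actives have a fitted effect of over 20% in size; some results filed as inactive show a strong effect at the top dose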
Target sequence (P00811 whole entry, looked up): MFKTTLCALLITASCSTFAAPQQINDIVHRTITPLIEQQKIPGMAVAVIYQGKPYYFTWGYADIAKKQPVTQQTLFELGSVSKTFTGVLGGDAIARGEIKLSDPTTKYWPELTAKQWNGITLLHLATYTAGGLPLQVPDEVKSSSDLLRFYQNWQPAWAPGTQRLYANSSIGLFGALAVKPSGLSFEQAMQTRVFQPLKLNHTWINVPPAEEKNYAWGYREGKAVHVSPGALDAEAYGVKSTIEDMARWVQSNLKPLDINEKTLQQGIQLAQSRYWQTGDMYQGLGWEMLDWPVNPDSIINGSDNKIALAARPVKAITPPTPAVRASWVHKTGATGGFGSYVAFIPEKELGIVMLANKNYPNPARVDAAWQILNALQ
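AmpC (5.3 nM in the dispensed reagent) in 20 mM phosphate pH 7.0 with 0.01% (detergent screen) or 0.0001% Triton X-100 was preincubated with compounds for 15 min at room temperature. Nitrocefin was then added from an 800 uM solution, and hydrolysis was followed at 480 nm.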
CHX counter: counter-screen hit for Shiga toxin inhibitors, cycloheximide. hit rate 12% among 300,000. cell reporter, cycloheximide protein synthesis inhibition counterscreen. max response, %. AID 2314; in the data active means max response mostly above about 13%, no sharp cut-off; inactive means mostly below about 14%; further: read at 38.3 µM for the half of the compounds with a filed dose; 0% is about no effect
AmpC detergent: blocks E. coli AmpC beta-lactamase in detergent assay; AmpC hydrolysis of nitrocefin, absorbance 480 nm, 0.01% Triton; Potency, µM (doses to about 114 µM), for inactives: top-dose activity change, negative = inhibition, most hits filed as inhibitors; hit rate 0.041% among 370,000; AID 485294;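 further: potency means the concentration at half of the fitted maximal effect; 0% = no-compound wells and -100% = no-enzyme wells; nearly all actives have a fitted effect of over 25% in size; some results filed as inactive show a strong effect at the top dose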
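AmpC (5.3 nM in the dispensed reagent) in 20 mM phosphate pH 7.0 with 0.01% (detergent screen) or 0.0001% Triton X-100 was preincubated with compounds for 15 min at room temperature. Nitrocefin was then added from an 800 uM solution, and hydrolysis was followed at 480 nm.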
Giardia FBPA inh: inhibitors of Giardia lamblia fructose-1,6-bisphosphate aldolase. Potency, µM (series often up to 59.6 µM), for inactives: at the highest dose activity, negative = inhibition, hits mostly inhibitors. A8B2U2. hit rate 0.71% among 290,000. purified Giardia FBPA; further: potency means the concentration at half of the fitted maximal effect; on the % scale 0 is the no-effect control and ±100 the full control effect; nearly all actives have a fitted effect of over 55% in size
Target sequence (A8B2U2 whole entry, looked up): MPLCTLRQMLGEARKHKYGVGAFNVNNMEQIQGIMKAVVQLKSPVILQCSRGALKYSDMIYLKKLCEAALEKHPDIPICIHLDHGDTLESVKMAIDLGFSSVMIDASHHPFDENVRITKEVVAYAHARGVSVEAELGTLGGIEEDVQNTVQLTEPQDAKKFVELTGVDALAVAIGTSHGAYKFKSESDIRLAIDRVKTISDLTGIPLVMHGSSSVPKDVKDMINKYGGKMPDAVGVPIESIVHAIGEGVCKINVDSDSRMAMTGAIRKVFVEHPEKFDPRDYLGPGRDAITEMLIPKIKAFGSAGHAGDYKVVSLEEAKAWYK
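40 nM FBPA preincubated 10 min at RT with compound (up to 57.5 uM final), then substrate plus GAPDH/TPI/NAD/arsenate coupling and diaphorase/resazurin added. Fluorescence read after 20 min at RT, 525/598 nm.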
Shiga toxin inh: inhibitors of Shiga toxin in Vero cells. Vero cells, Shiga toxin protein synthesis inhibition reporter. inhibition, % at 38.7 µM. hit rate 9.2% among 290,000. AID 2315; in the data active means inhibition mostly above about 28%, no sharp cut-off; inactive means mostly below about 43%; further: 0% is about no effect
AMA1-RON2 inh: AMA1-RON2 (P. falciparum) interaction inhibition; AlphaScreen AMA1-biotinylated RON2 peptide binding; Potency, µM (titrated, usually from 58.2 µM), for the others: at the highest dose activity change, negative = inhibition, actives largely listed as inhibitors; hit rate 0.2% among 360,000;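 further: potency means the concentration at half of the fitted maximal effect; 0% = vehicle wells and -100% = peptide control; nearly all actives have a fitted effect of over 45% in size; some results filed as inactive show a strong effect at the top dose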
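AMA1 (3D7) with his tag at 25 nM final met compounds first, then biotinylated RON2 peptide at 25 nM; detection used donor plus acceptor beads, 10 µg/mL apiece, read by AlphaScreen after 30 min at room temperature.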
The depositor's hits bear a star; ? = inconclusive; . = not tested or not shown; [ ] = dose if it differs, or a comment. Unless noted, the call rests on the fitted dose curve; in most records, active means well fitted curve in the direction sought with a large enough effect; inconclusive means small, poorly fitted or top-dose-only effect, or another doubt; inactive means no such curve, though single readings can be large; an effect the other way counts as inactive or inconclusive.

SMILES	HCMV antiviral	AmpC inh no detg	CHX counter	AmpC detergent	Giardia FBPA inh	Shiga toxin inh	AMA1-RON2 inh
O=c1cc(CN2CCN(c3cccc(Cl)c3)CC2)c2cc(O)c(-c3ccccc3)cc2o1	2	-41%	-1	?	3%	1	-7%
CN(Cc1ccccc1)C(=C(Cl)Cl)C(=C1NCCN1)[N+](=O)[O-]	.	-18%	-2	-6%	?	16	25%
O=C(Nc1ccccc1OC(F)F)c1ccc(Br)o1	6	-14%	6	?	8%	1	13%
COc1ccc(NC(=O)Cn2nnc(C(=O)NCc3cccs3)c2N)cc1OC	?	-9%	-3	-7%	21%	-8	-3%
Cn1cccc1/C=N/NC(=O)C(O)c1ccccc1 (stereo unspecified)	0	6%	6	3%	4%	16	-8%
Cn1c(=O)n(Cc2ccco2)c(=N)c2c3c(sc21)CCCC3	5	-1%	-4	5%	3%	-3	-2%
O=C(NCc1cccc(Cl)c1)c1ccncc1	-18	142%[activator]	9	0%	.	33	0%
CCC(CC)C(=O)Nc1nnc(S(=O)(=O)N2CCCc3ccccc32)s1	-34	-48%	-1	-7%	-13%	-3	0%
Cc1cc(OCC(=O)Nn2cnnc2)ccc1Br	18	-9%	-3	-13%	5%	22	8%
COc1ccc(N(Cc2cc3ccccc3[nH]c2=O)S(=O)(=O)c2ccccc2)cc1	?	-32%	1	-1%	-10%	1	-8%
CCc1cc2c(=O)c(-c3ccc4c(c3)OCCO4)c(C)oc2cc1OS(C)(=O)=O	-63*	10%	0	?	2%	7	-8%
N#CC1=C(N)SC(N)=C(C#N)C1c1ccnc2ccccc12	36	-48%	-4	3%	?	2	39%[activator]
COc1cccc(NC(=O)c2ccc3c(c2)OCO3)c1	65	-19%	32*	-10%	4%	63*	12%
Cc1ccc(O)c(NC(=O)c2cc(-c3ccccc3)on2)c1	4	-32%	66*	-6%	9%	.	-3%
C#CCOc1nc(OCC#C)nc(OCC#C)n1	15	2%	-3	?	-2%	-11	-9%
CCc1ccc(NC(=O)Cc2ccc(NC3=NC4CS(=O)(=O)CC4S3)cc2)cc1 (stereo unspecified)	-4	-39%	-3	-11%	-25%	2	26%
Cc1ccc(NS(=O)(=O)c2ccc3c(c2)n(C)c(=O)n3C)cc1	.	-3%	-3	1%	9%	-6	7%
O=C(CSc1nnnn1C1CC1)N1CCN(c2ccc(O)cc2)CC1	?	0%	.	-6%	.	.	-8%
CCc1c(C)nc2c(-c3ccccc3)c(-c3ccccc3)[nH]n2c1=O	5	-39%	1	3%	9%	4	0%
O=[N+]([O-])c1ccc(C=Nc2ccc(Cl)cc2Cl)s1	-103*	-9%	16	-2%	?	-1	0%
O=C(Nc1ccc(S(=O)(=O)NC2=NCCCCC2)cc1)c1ccccc1Cl	-7	-15%	-1	1%	-1%	14	9%
COc1cc(C(=O)N(C)C2CCCCC2)ccc1OC1CCN(C(C)=O)CC1	-26	42%	1	-5%	-8%	.	-1%
CCOC(=O)C1C(c2ccccc2)C(C(=O)OCC)S(=O)(=O)C(CCN(CC)CC)S1(=O)=O (stereo unspecified)	-15	19%	12	3%	-1%	16	-6%
CN(C)C(CNC(=O)CCc1nc2sc3c(c2c(=O)[nH]1)CCCC3)c1ccccc1 (stereo unspecified)	-13	48%	.	?	.	.	-8%
O=C(c1cccc(C(F)(F)F)c1)N1CCN(CCc2ccccc2)CC1	17	153%[activator]	-1	8%	-3%	-2	-4%
COc1ccc(C)cc1-n1c(N)c(C#N)c(C#N)c1-c1ccc(OC)c(OC)c1OC	0	24%	1	?	-15%	2	-5%
O=C1[C@@H]2CSCN2C(=O)CN1Cc1ccccc1F	20	-6%	-2	3%	3%	-11	-3%
O=C(O)CC(c1ccc(C(F)(F)F)cc1)N1Cc2ccccc2C1=O (stereo unspecified)	?	-21%	-2	0%	10%	-4	-1%
Cc1ccc(OCC(=O)Nc2cc(S(=O)(=O)N3CCOCC3)ccc2N2CCCC2)cc1	-27	79%[activator]	.	-16%	.	.	-23%
O=C(O)C1CC=CCC1C(=O)N1CCN(c2nc(-c3ccccc3)c3ccccc3n2)CC1 (stereo unspecified)	61	69%[activator]	-1	-11%	8%	-5	7%
O=[N+]([O-])c1ccc(N2CCN(Cc3ccc4c(c3)OCO4)CC2)nc1	12	-12%	5	-7%	-5%	-15	-3%
COc1ccccc1NC(=O)C(=O)NNC(=O)COc1ccc2ccccc2c1	-8	-38%	-1	-2%	1%	-3	.
CCc1cccc(C)c1N(C(=O)Cn1c(CO)nc2ccccc21)C(C)COC (stereo unspecified)	-4	108%[activator]	-5	-3%	20%	-19	32%[activator]
COC(=O)c1ccc(S(=O)(=O)N2C3CCC2CC(NC(=O)C2CC2)C3)cc1 (stereo unspecified)	48	0%	0	-9%	10%	-26	2%
Cc1cccc(NC(=S)NNC(=O)CC(C)O)c1C (stereo unspecified)	?	-11%	-4	?	-9%	-11	88%[activator]
O=C(Nc1cccnc1)c1ccc(F)c(S(=O)(=O)N2CCOCC2)c1	87	-1%	-2	-8%	3%	-4	-2%
Cc1cccc(/C=C2\Sc3ccc(C(=O)N4CCC(C)CC4)cc3N(C)C2=O)c1	?	106%[activator]	-5	?	3%	-3	0%
COC(=O)c1scc(C)c1NC(=O)Nc1ccccc1	-99*	?	1	1%	0%	24	-10%
Cc1ccc(CSCC(=O)N(C)CC(=O)Nc2c(Cl)cccc2Cl)cc1	-12	-12%	.	-19%	.	.	-18%
COCCC(=O)N1CCC(Oc2ccc(C(=O)NCc3nccn3C)cc2)CC1	2	-10%	11	10%	-27%	-10	-4%
NC(=O)c1ccc(Oc2ccc(-c3nnco3)cc2)c([N+](=O)[O-])c1	-24	-3%	1	-9%	2%	-7	-8%
CC(OC(=O)C1CCN(S(=O)(=O)c2ccc(F)cc2)CC1)C(=O)NC1CCCCC1C (stereo unspecified)	-20	67%[activator]	.	-17%	.	.	10%
NS(=O)(=O)c1ccc(NC=C2C(=O)OC3(CCCCC3)OC2=O)cc1	-2	-35%	-2	-2%	10%	10	14%
Clc1ccc(CNC2CCCC2)cc1	-5	-17%	-1	4%	5%	17	9%
COc1cc([N+](=O)[O-])ccc1-c1ccc(/C=N/NC(N)=O)o1	-39	-16%	-5	-13%	0%	18	16%
Cc1ccc(C(=O)CC2(O)C(=O)N(C)c3ccccc32)o1 (stereo unspecified)	?	-15%	-4	-15%	2%	-11	-7%
Cc1nc2ccccc2c(=O)n1CCc1ccccc1	63	7%	16*	15%	-2%	53	-3%
O=C(CCNC(=O)c1ccccc1)Oc1ccc([N+](=O)[O-])cc1	17	-5%	-1	2%	-8%	-1	4%
O=C(C1CCC1)N1CCc2cc(S(=O)(=O)NCC3COc4ccccc4O3)ccc21 (stereo unspecified)	-19	-21%	6	0%	-1%	18	-14%
CC1Nc2ncnc(N3CCOCC3)c2N(Cc2ccc(Cl)cc2)C1=O (stereo unspecified)	-9	53%	.	-5%	.	.	15%
O=C(NCc1ccco1)c1cc(-c2ccc3c(c2)OCO3)on1	63	-7%	42*	-8%	6%	109*	10%
CC(=O)N1CCN(S(=O)(=O)c2cccc(C(=O)NNC(=O)COc3ccc(Cl)cc3C)c2)CC1	.	46%	.	?	.	.	130%[activator]
COC(=O)c1c(NC(=O)CCS(=O)(=O)c2ccccc2)sc2c1CCN(C)C2	-90*	-6%	0	-15%	-15%	-8	6%
COc1ccc(OC)c(NC(=O)N2CCCC(C(=O)c3ccccc3OC)C2)c1 (stereo unspecified)	79	0%	11	7%	-2%	-3	-11%
O=C(NC(=S)Nc1ccc(Cl)cn1)C(c1ccccc1)c1ccccc1	-12	-22%	6	-2%	0%	7	-2%
O=S1(=O)N=C2CCCCCN2C(c2ccccc2)N1 (stereo unspecified)	-30	-4%	-1	9%	6%	2	-2%
CCCCC(CC)C(=O)Nc1cc(C(=O)NCCC)ccc1N1CCC2(CC1)CC(c1cccc(Br)c1)=NO2 (stereo unspecified)	-16	-36%	.	?	.	.	12%
O=C(COC(=O)/C=C/c1ccccc1)NCCNC(=O)COC(=O)/C=C/c1ccccc1	33	-24%	.	-1%	.	.	-15%
CCC(=O)N1CCc2cc(S(=O)(=O)N3CCN(c4ccccc4Cl)CC3)ccc21	-28	-11%	-2	1%	.	-2	-5%
CCc1nc2c(sc3nc4c(cc32)COC(C)(C)C4)c(=O)n1Cc1ccccc1	-36	-4%	-4	-2%	6%	-2	-2%
O=S(=O)(c1cc(C(F)(F)F)ccc1Cl)N1CCN(c2ccccn2)CC1	?	-4%	-2	-2%	0%	-5	-1%
COC(=O)Cn1c(=O)oc2ccc(C)cc21	-22	-2%	-2	-2%	-4%	-10	34%[activator]

Of the compounds above, these have a cyano group.
SMILES	HCMV antiviral	AmpC inh no detg	CHX counter	AmpC detergent	Giardia FBPA inh	Shiga toxin inh	AMA1-RON2 inh
N#CC1=C(N)SC(N)=C(C#N)C1c1ccnc2ccccc12	36	-48%	-4	3%	?	2	39%[activator]
COc1ccc(C)cc1-n1c(N)c(C#N)c(C#N)c1-c1ccc(OC)c(OC)c1OC	0	24%	1	?	-15%	2	-5%

Of the compounds above, these contain an aryl methoxy group.
SMILES	HCMV antiviral	AmpC inh no detg	CHX counter	AmpC detergent	Giardia FBPA inh	Shiga toxin inh	AMA1-RON2 inh
COc1ccc(NC(=O)Cn2nnc(C(=O)NCc3cccs3)c2N)cc1OC	?	-9%	-3	-7%	21%	-8	-3%
COc1ccc(N(Cc2cc3ccccc3[nH]c2=O)S(=O)(=O)c2ccccc2)cc1	?	-32%	1	-1%	-10%	1	-8%
COc1cccc(NC(=O)c2ccc3c(c2)OCO3)c1	65	-19%	32*	-10%	4%	63*	12%
COc1cc(C(=O)N(C)C2CCCCC2)ccc1OC1CCN(C(C)=O)CC1	-26	42%	1	-5%	-8%	.	-1%
COc1ccc(C)cc1-n1c(N)c(C#N)c(C#N)c1-c1ccc(OC)c(OC)c1OC	0	24%	1	?	-15%	2	-5%
COc1ccccc1NC(=O)C(=O)NNC(=O)COc1ccc2ccccc2c1	-8	-38%	-1	-2%	1%	-3	.
COc1cc([N+](=O)[O-])ccc1-c1ccc(/C=N/NC(N)=O)o1	-39	-16%	-5	-13%	0%	18	16%
COc1ccc(OC)c(NC(=O)N2CCCC(C(=O)c3ccccc3OC)C2)c1 (stereo unspecified)	79	0%	11	7%	-2%	-3	-11%
